Screening data (PubChem)
ATXN2 expr inh: inhibitors of ATXN2 expression; 0.72% of 360,000 active; Potency, µM (doses to about 57 µM), for inactives: top-dose activity change, negative = inhibition, most hits filed as inhibitors; HEK-293 ATXN2-luciferase reporter, luminescence, 24 h; note: potency is the fitted concentration of half-maximal effect; % is set by controls: 0 for no effect and ±100 for the full control effect; nearly all actives have a fitted effect of over 55% in size
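ATXN2-luciferase reporter cells (luciferase flanked by upstream and downstream ATXN2 gene portions) were treated 24 h at 37 °C with compounds at up to 57 uM. SteadyGlo luminescence gave expression; GF-AFC fluorescence gave viability.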
HT1080-NT tox: kills 2HG-producing HT-1080-NT fibrosarcoma cells | HT-1080-NT fibrosarcoma viability, CellTiter-Glo ATP luminescence, 48 h | Potency, µM (doses to about 46.1 µM), without a hit: at the top dose activity, negative = less viability, actives largely listed as cytotoxic | 1.6% of 360,000 active | AID 686970;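 note: NT is the 2HG producing partner of a matched IDH1 knockdown line; potency is the fitted concentration of half-maximal effect; 0% = DMSO-treated cells and -100% = media-only wells without cells; nearly all actives have a fitted effect of over 55% in size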
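Viability of the 2HG-overproducing fibrosarcoma line after 48 hours of compound exposure at 37 degrees C was determined by luminescence with CellTiter-Glo, and concentration-effect curves were then fitted and categorized.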
HepG2 viability: counter-screen for TGF-b inhibitors: cytotoxicity in HepG2 cells; 0.76% of 410,000 active; AID 588856; HepG2 CAGA-GFP viability, ATP luminescence, 18 h; Potency, µM (highest dose often 46.1 µM), for the others: at the top dose activity change, negative = cytotoxicity, most hits filed as cytotoxic; note: potency is the fitted concentration of half-maximal effect; some results filed as inactive show a strong effect at the top dose
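CellTiter-Glo luminescence gave cytotoxicity after 18 hours at 37 degrees C. The cells were HepG2 CAGA-GFP in 1% FBS DMEM, stimulated with 500 pg/mL TGF-beta after compound addition. %Activity was normalised to no-cell wells (complete cell-killing) and DMSO (no toxicity), and curves were fitted and classified.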
KB-3-1 cytotox: kills parental KB-3-1 adenocarcinoma cells; KB-3-1 viability, CellTiter-Glo ATP luminescence, 72 h; 1.4% of 400,000 active; AID 1347075; Potency, µM (doses to about 46.1 µM), for inactives: at the highest dose activity change, negative = cytotoxic, usual class: cytotoxic; note: potency is the fitted concentration of half-maximal effect; % is set by controls: 0 for no effect and ±100 for the full control effect; nearly all actives have a fitted effect of over 60% in size
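Here the drug-naive KB-3-1 line serves as comparator for MDR sub-line selectivity; cells received compound titrations, 72 h at 37 °C, then CellTiter-Glo readout.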
HT1080 IDH1KD tx: kills HT-1080 cells with IDH1 knockdown; HT-1080 IDH1 knockdown viability, ATP luminescence, 48 h; Potency, µM (doses to about 46.1 µM), for inactives: at the top dose activity, negative = toxicity, hits mostly cytotoxic; 2% of 360,000 active;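 note: potency is the fitted concentration of half-maximal effect; 0% = DMSO wells and -100% = cell-free medium wells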
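Using the IDH1-knockdown HT-1080 line run in the same batch and compound series as the NT line, viability after 48 h at 37 °C was determined by CellTiter-Glo luminescence and expressed as % activity.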
MCF10A rereplic: inducers of DNA re-replication in MCF 10A breast cells; 2.9% of 350,000 active; AID 624296; MCF 10A DNA re-replication, Hoechst nuclear intensity, 48 h; Potency, µM (titrated, usually from 46.1 µM), for the others: top-dose activity, positive = re-replication, actives largely listed as activators; note: potency is the fitted concentration of half-maximal effect; % of control where 0% means no effect; nearly all actives have a fitted effect of over 50% in size
IL1B secr inh: inflammasome signaling inhibition, IL-1 beta readout | THP-1 LPS/ATP IL-1B secretion, AlphaLISA, 16 h; active compounds read low | activity change, % at 57.5 µM | 4.7% of 360,000 active; in the data active = activity change below about -50%; inconclusive = mostly about -30% to -49%; note: % is set by controls: 0 for no effect and ±100 for the full control effect
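THP-1 cells pretreated 1 hr with compounds (up to 57.5 uM final), then stimulated with LPS (250 ng/mL final) plus ATP (1.25 mM final); secreted IL-1B measured by AlphaLISA after 16 hr, decreased signal indicating inhibition.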
SW480 rereplic: inducers of DNA re-replication in SW480 colon cancer cells; SW480 DNA re-replication, Hoechst DNA content imaging, 48 h; Potency, µM (highest dose often 46.1 µM), without a hit: at the top dose re-replication activation, most hits filed as activators; 1.8% of 340,000 active; AID 624297; note: potency is the fitted concentration of half-maximal effect; % of control where 0% means no effect; nearly all actives have a fitted effect of over 55% in size
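Image-based read-out: total Hoechst fluorescence of nuclei (405 nm excitation, 500-530 nm emission), with hits raising the fraction of high-intensity nuclei. SW480 colon cells incubated 48 hr with compounds at 37 C.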
S2 tox: viability counter-screen for ATXN expression inhibitors | S2 cells (HEK-293 line with an ATXN2-luciferase reporter) viability, CellTiter-Fluor protease fluorescence, 24 h | Potency, µM (titrated, usually from 56.7 µM), most hits filed as cytotoxic | 0.49% of 400,000 active; note: potency is the fitted concentration of half-maximal effect; nearly all actives have a fitted effect of over 40% in size
Active calls of the source: *; i = inactive; u = inconclusive; x = no result given; [ ] = remark or other dose. Unless noted, calls come from the whole dose curve; as a rule, active = well fitted curve in the direction sought with a large enough effect; inconclusive = small, poorly fitted or top-dose-only effect, or another doubt; inactive = no such curve, though single readings can be large; an effect the other way counts as inactive or inconclusive. No enrichment for hits; overall some 8.9% were active at least once.

SMILES	ATXN2 expr inh	HT1080-NT tox	HepG2 viability	KB-3-1 cytotox	HT1080 IDH1KD tx	MCF10A rereplic	IL1B secr inh	SW480 rereplic	S2 tox
CCC(=O)c1ccc(OCC(=O)OCC(=O)NCC2CCCO2)cc1 (stereo unspecified)	1%	0%	-14%	7%	2%	19%	6	-9%	i
CCCCCc1nc2ccccc2c(=O)n1N	6%	-1%	-12%	7%	-3%	-4%	6	-2%	i
Cc1oc2c(CN3CCOCC3)c(O)ccc2c(=O)c1-c1ccccc1	-2%	-11%	1%	13%	19%	-9%	-1	-6%	i
CCOC(=O)[C@]12CCCC=C1N(Cc1ccc(Cl)cc1Cl)C(=O)[C@H](CC(=O)N1CCCCC1)C2	0%	14%	x	-6%	u	x	-13	x	i
O=C(O)c1ccccc1-c1ccccc1C(=O)NCCc1ccccc1	x	11%	10%	3%	3%	0%	23	-4%	i
Cc1ccnc(NC(=O)c2ccc3c(c2)S(=O)(=O)c2ccccc2C3=O)c1	20%	26%	-11%	22%	13%	0%	-10	3%	i
CCOC(=O)c1nn(-c2ccc(F)cc2)c(-c2ccccc2)c1C(=O)c1ccccc1	u	-20%	-28%	u	-24%	25%	6	u	i
C=CCn1c(SCC(=O)c2cc(C)n(C)c2C)nnc1-c1ccncc1	-37%	-5%	-2%	-6%	-2%	5%	-2	-2%	i
Cc1c(C(=O)Nc2cccc(Oc3ccccc3)c2)sc(=O)n1Cc1ccc(F)cc1	-4%	2%	3%	u	0%	x	-22	x	i
CC1CCN(S(=O)(=O)c2ccc(C(=O)N3CCN(c4ccccc4F)CC3)cc2)CC1	6%	2%	-21%	u	2%	-2%	-8	-12%	i
O=C1C(Cl)=C(N2CCOCC2)C(=O)N1c1cccc(C(F)(F)F)c1	-7%	2%	-18%	11%	-10%	-1%	11	-1%	i
COCCc1nn2c(=O)cc(COC(=O)c3ccco3)nc2s1	1%	x	1%	0%	x	x	x	x	i
COc1ccc(CN2CCc3ccccc3C2)cc1Br	x	5%	5%	1%	-1%	1%	3	2%	u
Cn1c(SC/C=C/c2ccccc2)nnc1-c1ccco1	5%	15%	-8%	0%	4%	3%	6	-1%[9.22 µM]	i
CCCn1c(N2CCN(C(=O)Nc3ccc(Cl)cc3)CC2)nc2ccccc21	-30%	-11%	-36%	24%	-20%	18%	u	-1%	i
CCSc1nnc(NC(=O)C2CCCN(S(=O)(=O)c3cnc[nH]3)C2)s1 (stereo unspecified)	-12%	-3%	-1%	-7%	-1%	-1%	2	-11%	i
Cc1cnc(C(=O)OCC(=O)Nc2ccc(C)c(S(=O)(=O)N(C)C)c2)cn1	x	20%	9%	19%	6%	1%	-9	-5%	i
O=c1cc(CSc2ccc(Cl)cc2)nc2nc[nH]n12	-4%	0%	-2%	-1%	0%	1%	7	-10%	i
COCCOC(=O)/C(=C\c1cc(C(C)(C)C)c(O)c(C(C)(C)C)c1)C(C)=O	x	-1%	-55%	3%	1%	3.3µM*	-7	u	i
COC(=O)CCCCC(=O)C1C(=O)CC(C)(C)C(C(=O)OC)C1=O (stereo unspecified)	-11%	11%	0%	0%	11%[9.24 µM]	1%	12	-4%	i
CCN(CC)c1ccc2c(C)c(CO)c(=O)oc2c1	5%	0%	-35%	13%	6%	u	29	13µM*	x
O=C(COC(=O)Cc1ccsc1)Nc1ccccc1	8%	11%	-8%	2%	16%	-2%	15	-3%	i
COCCNC(=O)C(c1ccc(Cl)cc1)N(Cc1ccco1)C(=O)CCC(=O)Nc1ccccn1 (stereo unspecified)	-22%	8%	-2%	2%	7%	0%	3	0%	i
O=c1cc(C(F)(F)F)nc(SC/C=C/c2ccccc2)[nH]1	x	u	-33%	1%	2%	u	41	-2%	i
CCOC(=O)c1c(NC(=O)C2C3CCC(O3)C2C(=O)O)sc2c1CCC(CC)C2 (stereo unspecified)	-5%	14%	-16%	-4%	7%	u	23	-20%	i
Further entries follow.
SMILES	ATXN2 expr inh	HT1080-NT tox	HepG2 viability	KB-3-1 cytotox	HT1080 IDH1KD tx	MCF10A rereplic	IL1B secr inh	SW480 rereplic	S2 tox
COc1ccc(CNC(=O)CN(Cc2ccco2)C(=O)CNS(=O)(=O)c2ccccc2)cc1	-25%	-14%	-8%	8%	-20%	1%	-67*	7%	i
O=C(/C=C/[C@H]1O[C@@H](n2cnc3c(NC(=O)c4ccccc4)ncnc32)[C@H](O)[C@@H]1O)N[C@@H](CO)Cc1c[nH]c2ccccc12	-1%	u	5%	0%	13%	x	-23	x	i
CC(C)CCN(CC(=O)NC(C)(C)C)C(=O)C(=O)Nc1ccc2c(c1)OCCO2	1%	-1%	2%	-6%	2%	-1%	-3	-5%	i
Cc1nn2c(-c3ccc(S(=O)(=O)N4CCN(CCO)CC4)o3)nnc2c2ccccc12	-8%	-8%	2%	-9%	-16%	0%	0	18µM*	i
CCOC(=O)C1CCCN(C(=O)c2ccc(OC)c(OC)c2)CC1 (stereo unspecified)	6%	28%	-5%	0%	4%	x	28	x	i
CCOC(=O)c1c(C)[nH]c(C)c1S(=O)(=O)N(C)CC(=O)Nc1cc(Cl)ccc1OC	-16%	x	-29%	-10%	x	x	x	x	i
Cn1c(C(=O)NCc2ccc(F)cc2)cc2c(=O)n(C)c3ccccc3c21	0%	x	3%	4%	x	x	x	x	i
CC(c1ccc(F)cc1)n1cc(C(=O)NCc2ccccn2)nn1 (stereo unspecified)	x	0%	-3%	-10%	0%	0%	-9	-235%[inhibitor]	i
N#CCCNc1ccc(OCCC#N)cc1	0%	19%	-6%	3%	17%	2%	3	1%[9.22 µM]	i
O=C(c1ccco1)N1CCN(C2CC(=O)N(c3ccc(F)c(Cl)c3)C2=O)CC1 (stereo unspecified)	1%	3%	-6%	-6%	2%	-1%	-5	-3%	i
COCCNC(=O)C1(C)CCCN(Cc2sc(C)nc2C)C1 (stereo unspecified)	-4%	9%	-26%	4%	9%	x	7	x	i
CC1CCN(C(=O)CN2C(=O)c3ccccc3S2(=O)=O)CC1	-31%	5%	6%	13%	11%	0%	4	2%	i
COc1cc(C2C(C(=O)c3ccco3)=C(O)C(=O)N2Cc2ccccc2)ccc1O (stereo unspecified)	-28%	-1%	-4%	0%	2%	17%	-16	-2%	i
CS(=O)(=O)N1CCN(CC(=O)NC2CCCC2)CC1	x	13%	-7%	0%	8%	7%	16	-4%	i
O=C(Nc1nnc(SCc2c(Cl)cccc2Cl)s1)c1cccc([N+](=O)[O-])c1	21%	1%	-5%	-1%	4%	21%	23	-1%	i
Cc1ccc(C)c(OCCCC(=O)NC2CCCCC2)c1	-2%	8%	1%	-5%	1%	4%	2	1%	i
CC[n+]1ccc(/C=C/c2c[nH]c3ccccc23)cc1	u	u	-23%	1.8µM*	-28%	u	0	u	i

Sorted by length of the SMILES (low to high): part of the list above.
SMILES	ATXN2 expr inh	HT1080-NT tox	HepG2 viability	KB-3-1 cytotox	HT1080 IDH1KD tx	MCF10A rereplic	IL1B secr inh	SW480 rereplic	S2 tox
N#CCCNc1ccc(OCCC#N)cc1	0%	19%	-6%	3%	17%	2%	3	1%[9.22 µM]	i
COCCNC(=O)C1(C)CCCN(Cc2sc(C)nc2C)C1 (stereo unspecified)	-4%	9%	-26%	4%	9%	x	7	x	i
CC[n+]1ccc(/C=C/c2c[nH]c3ccccc23)cc1	u	u	-23%	1.8µM*	-28%	u	0	u	i
CC(c1ccc(F)cc1)n1cc(C(=O)NCc2ccccn2)nn1 (stereo unspecified)	x	0%	-3%	-10%	0%	0%	-9	-235%[inhibitor]	i
CCOC(=O)C1CCCN(C(=O)c2ccc(OC)c(OC)c2)CC1 (stereo unspecified)	6%	28%	-5%	0%	4%	x	28	x	i
Cn1c(C(=O)NCc2ccc(F)cc2)cc2c(=O)n(C)c3ccccc3c21	0%	x	3%	4%	x	x	x	x	i
COc1cc(C2C(C(=O)c3ccco3)=C(O)C(=O)N2Cc2ccccc2)ccc1O (stereo unspecified)	-28%	-1%	-4%	0%	2%	17%	-16	-2%	i
O=C(c1ccco1)N1CCN(C2CC(=O)N(c3ccc(F)c(Cl)c3)C2=O)CC1 (stereo unspecified)	1%	3%	-6%	-6%	2%	-1%	-5	-3%	i
Cc1nn2c(-c3ccc(S(=O)(=O)N4CCN(CCO)CC4)o3)nnc2c2ccccc12	-8%	-8%	2%	-9%	-16%	0%	0	18µM*	i
CCOC(=O)c1c(C)[nH]c(C)c1S(=O)(=O)N(C)CC(=O)Nc1cc(Cl)ccc1OC	-16%	x	-29%	-10%	x	x	x	x	i
O=C(/C=C/[C@H]1O[C@@H](n2cnc3c(NC(=O)c4ccccc4)ncnc32)[C@H](O)[C@@H]1O)N[C@@H](CO)Cc1c[nH]c2ccccc12	-1%	u	5%	0%	13%	x	-23	x	i
